Assay outcomes: PubChem BioAssay, several laboratories
RORa activator – activators of orphan receptor RORA, primary screen, cell-based, luminescence. activation, % at 10 µM. CHO-K1 Gal4-RORA LBD luciferase reporter; percent increase over mock-subtracted basal signal. AID 560, 2006. Nuclear receptor ROR-alpha (Homo sapiens), P35398. 1.5% of 65,000 active;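 active means activation above the mean of all tested compounds plus 3 SD, cut at about 49% in these data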;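 further: 0% = DMSO-treated RORA cells and 100% = added signal equal to DMSO minus mock-transfected cells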
Autofluor 339 – intrinsic fluorescence of library compounds, ex339/em460 – biochemical, MLSMR library, data from DPM-DC assay, artefact control, profiling panel | compound autofluorescence, ex339/em460 nm, NADH buffer; active compounds read high; 1 = no-compound wells, NADH background | AID 709, 2007 | fluorescence fold increase at 10 µM | 5.5% of 65,000 active;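 active means at 10 µM, mean starting fluorescence two-fold or more over control wells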;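 further: signal is the first read of a kinetic run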
TNAP act mid DEA – human TNAP enzyme activators, primary screen, biochemical, luminescent, intermediate phosphate acceptor level; Alkaline phosphatase, tissue-nonspecific isozyme (Homo sapiens), P05186; purified TNAP, CDP-star luminescence, 100 mM DEA, 30 min; active compounds read high; scale: 0 levamisole-inhibited, 1 vehicle-only enzyme; activation factor at 20 µM; 64,000 tested, under 10 active; AID 813, 2007;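 active means activation factor of at least 2 at 20 µM, relative to controls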
Target sequence (P05186 whole entry, looked up): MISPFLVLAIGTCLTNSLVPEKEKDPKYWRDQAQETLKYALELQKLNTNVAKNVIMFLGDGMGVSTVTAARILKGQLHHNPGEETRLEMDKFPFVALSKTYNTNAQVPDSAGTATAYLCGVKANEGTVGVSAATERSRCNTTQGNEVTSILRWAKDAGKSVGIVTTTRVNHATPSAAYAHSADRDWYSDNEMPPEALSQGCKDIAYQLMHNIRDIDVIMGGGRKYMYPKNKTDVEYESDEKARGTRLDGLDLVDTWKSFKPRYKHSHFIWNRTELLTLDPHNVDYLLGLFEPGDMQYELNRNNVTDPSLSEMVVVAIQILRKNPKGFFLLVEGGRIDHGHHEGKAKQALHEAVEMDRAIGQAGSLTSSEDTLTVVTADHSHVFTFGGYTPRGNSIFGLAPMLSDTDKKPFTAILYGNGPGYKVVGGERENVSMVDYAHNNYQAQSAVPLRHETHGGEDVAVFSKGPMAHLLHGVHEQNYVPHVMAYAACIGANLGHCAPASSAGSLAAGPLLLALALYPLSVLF
NADH enzymes – inhibitors of PK/LDH coupling enzymes, profiling panel, artefact control, biochemical, MLSMR library | coupled PK/LDH NADH assays, four targets | IC50, µM (doses to about 10 µM), without a hit: at the top dose inhibition | AID 774, 2007 | 0.02% of 65,000 active;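 active means single-dose screening hits from any of four coupled enzyme assays that gave an IC50 when retested across doses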;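 further: the DPM-DC format reads NADH fluorescence rather than 340 nm absorbance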
HTR1A agonist – human 5-HT1a receptor agonists, primary screen, cell-based, CHO, Ga15 NFAT-bla reporter | 5-hydroxytryptamine receptor 1A (Homo sapiens), P08908 | activation, % at 10 µM | AID 567, 2006 | 0.56% of 65,000 active | CHO 5-HT1a Ga15 NFAT-bla reporter, FRET ratio; 0% basal, 100% maximal reference agonist;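 active means activation above the screen-wide mean activation plus 3 SD, cut at about 19% in these data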;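 further: 0% = DMSO wells and 100% = 5-CT at EC100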
Target sequence (P08908 whole entry, looked up): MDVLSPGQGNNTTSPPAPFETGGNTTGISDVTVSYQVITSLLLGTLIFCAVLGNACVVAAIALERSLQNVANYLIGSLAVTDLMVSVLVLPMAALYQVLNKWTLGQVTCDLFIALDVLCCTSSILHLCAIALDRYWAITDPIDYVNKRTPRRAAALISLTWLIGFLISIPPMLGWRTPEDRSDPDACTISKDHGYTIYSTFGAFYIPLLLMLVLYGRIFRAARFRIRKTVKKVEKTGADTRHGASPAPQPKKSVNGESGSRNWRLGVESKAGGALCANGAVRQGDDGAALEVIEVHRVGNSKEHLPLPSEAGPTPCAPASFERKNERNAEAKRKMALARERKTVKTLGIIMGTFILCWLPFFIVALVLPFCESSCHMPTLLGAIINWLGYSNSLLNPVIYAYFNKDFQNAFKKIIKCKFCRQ
SF-1 act – activators of human SF-1, primary screen, cell-based, CHO-K1, Gal4-SF-1 LBD, luciferase luminescence; CHO-K1 Gal4-SF-1 LBD luciferase reporter; % increase over DMSO SF-1-specific signal; activation, % at 10 µM; 1.9% of 65,000 active; Steroidogenic factor 1 (Homo sapiens), Q13285; AID 522, 2006;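 active means activation above the mean activation of all tested compounds plus 3 SD, cut at about 50% in these data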
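Test system: CHO-K1 cells with Gal4–hSF-1 LBD chimera plus Gal4-driven luciferase; Input: 4,000 cells/well; Compound: 10 µM only; Times: 20 h compound treatment, 37 °C; Measured by: steady-glow luciferase luminescence, read after 15 min reagent incubation; Measure: percent activation versus DMSO; Control set: DMSO and mock-transfected background; Replicates: one test per compound.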
5-HT1A blocker – human 5-HT1a receptor antagonists, primary screen, cell-based, CHO, Ga15 NFAT-bla reporter. CHO 5-HT1a Ga15 NFAT-bla reporter, antagonist mode. 0.68% of 62,000 active. 5-hydroxytryptamine receptor 1A (Homo sapiens), P08908. AID 612, 2007. inhibition, % at 10 µM;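 active means inhibition above the mean of all tested compounds plus 3 SD, cut at about 43% in these data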;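 further: receptor stimulated by 5-CT agonist at 100 nM near EC80; beta-lactamase reporter measured by ratiometric fluorescence of a cleavable substrate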
MMP13 inh – human MMP13 inhibitors, primary screen, biochemical, FRET peptide cleavage; Collagenase 3 (Homo sapiens), P45452; AID 570, 2006; MMP-13 fTHP FRET cleavage, Mca fluorescence; 0.07% of 65,000 active; inhibition, % at 4 µM;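 active means inhibition above the mean of compound-free control plate wells plus 3 SD, cut at about 14% in these data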;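 further: 0% = DMSO wells and 100% = wells with reference MMP-13 inhibitor after basal subtraction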
A340 absorber – compound light absorbance at 340 nm, profiling panel, artefact control, biochemical, MLSMR library, data from PS, PMK, MK assays | compound absorbance at 340 nm, fold over control | fold change at 10 µM | 65,000 tested, under 10 active;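 active means at 10 µM dose, initial 340 nm absorbance at least 2 fold that of control wells; inactive means change under 2 fold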;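 further: initial absorbance extrapolated from kinetic A340 decline of NADH oxidation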
The depositor's hits bear a star; x = no result given; [ ] = remark or other dose. Outcome played no part in choosing rows; any-hit rate near 8.9%.

mol	RORa activator	Autofluor 339	TNAP act mid DEA	NADH enzymes	HTR1A agonist	SF-1 act	5-HT1A blocker	MMP13 inh	A340 absorber
Cc1cc(C)n2nc(C(=O)NCc3ccccc3)cc2n1	23	1.9	1	8%	-1.3	7	3	-20	0.99
ClC(Br)=C(n1cnc2ccccc21)n1cnc2ccccc21	-20	1	0.9	5%	0.5	-10	x	3	1
Cc1ccc(C(=O)Cn2c(N3CCOCC3)nc3c2c(=O)n(C)c(=O)n3C)cc1	-2	1.1	1	4%	0.2	1	-15	2	1
CCCC(=O)c1ccc(N2CCN(C(=O)c3ccccc3)CC2)c(F)c1	-2	1.1	0.9	8%	4.4	3	-32	-2	1.1
CCCC(=O)NC(C)C(c1cccs1)N1CCN(C)CC1 (configuration not stated)	-7	1.1	1	5%	0.3	-4	0	0	1
COc1ccc(NC(=O)NCCCN2CCCC2=O)cc1	-5	1.1	1	12%	-2.9	9	10	-2	0.99
c1ccc(COc2nsnc2N2CCOCC2)cc1	-9	1.1	1	6%	1.6	-11	-1	4	1
CCNc1cccc2c1C(=O)N(C)C2=O	-6	1.1	0.9	8%	-1.9	-15	-6	-6	1
Cc1csc(NC(=O)CSc2nc3sc(C)c(C)c3c(=O)[nH]2)n1	-12	1.1	0.9	7%	-1.2	3	11	4	1.1
COc1ccc(NC(=O)c2ccc3c(c2)OCO3)cc1Cl	-1	1.1	0.9	6%	-0.8	53*	12	-11	0.99
c1ccc2c(Cn3ccnc3)c[nH]c2c1	-14	0.99	0.9	2%	-0.3	-4	-5	-2	0.99
CCOc1ccccc1NC(=O)N1CCCC(c2nc3c(nnn3Cc3ccc(C)cc3)c(=O)[nH]2)C1 (configuration not stated)	-14	1	0.9	3%	3.8	-1	2	3	1.1
Cc1cc(C)nc(NC2=NCC(=O)N2c2cc(Cl)cc(Cl)c2)n1	-1	1.1	1	4%	-2.0	-18	15	1	1
CCc1nnc(NC(=O)CSc2nnc(-c3cc4ccccc4cc3O)n2CCOC)s1	-4	1.2	0.9	3%	1.9	16	-18	3	1
Cc1ccc2c(c1C)NC(C)CC2C (configuration not stated)	3	1	0.9	4%	-3.9	-5	-4	5	0.99
Cc1cc(NC(=O)COC(=O)c2cccc(S(=O)(=O)N3CCOCC3)c2)no1	1	1.1	0.9	3%	-3.6	1	-4	-3	1
CCc1ccc(OCc2nnc(SCCN3CCOCC3)n2C)cc1	4	1.1	0.8	2%	-3.3	8	1	5	1.1
COc1ccc(CCNC(=O)Cc2nn(C)c(=O)c3ccccc23)cc1OC	8	1.1	1	4%	-0.6	4	-5	0	1
O=c1cc(NC2CCCCCC2)[nH]c(=O)[nH]1	-10	1.1	0.9	6%	-0.3	-16	4	2	1
Cn1c(CC(=O)Nc2ccccc2)nnc1SCC(=O)c1ccccc1	2	1.1	0.9	12%	0.9	4	13	-5	1
O=C(COc1ccc(Cl)cc1)N1CCN(c2ncccn2)CC1	1	1	1	9%	1.1	1	-10	3	0.98
CCN1C(=O)/C(=C2/Sc3ccc(OC)cc3N2C)SC1=Nc1cccc(O)c1	-34	1.4	0.8	5%	6.5	-51	35	4	1
CCS(=O)(=O)NCCCc1ccccc1	-10	1.2	0.9	6%	-0.9	-7	-5	-2	1.1
CCOC(=O)Cc1csc(/C(=N/O)C(N)=O)n1	1	1	0.8	3%	-2.4	11	-8	4	1
CCCc1[nH]nc2c1C(C1CC=CCC1)C(C#N)=C(N)O2 (configuration not stated)	-2	1.1	x	4%	-2.2	3	13	5	1
COC(=O)c1ccc(OC(=O)C2CC(=O)N(c3ccc(C)cc3C)C2)cc1 (configuration not stated)	2	1.1	1	2%	-0.7	-7	2	-1	1
Clc1ccc(-c2nnc3ccccn23)cc1	-9	1.2	1	10%	-0.4	1	-8	-7	1
Cc1cc2c(c(=O)n1Cc1ccco1)C(c1cccnc1)C(C#N)=C(N)O2 (configuration not stated)	-10	1.1	0.9	4%	-0.5	3	-1	-10	1
Cc1cc(C)nc(NS(=O)(=O)c2ccc(NC(=O)Cn3c(=O)oc4ccccc43)cc2)n1	x	1.1	0.9	5%	x	x	x	x	0.98
CCOc1ccc(C(=O)Nc2c3c(nn2-c2cccc(C)c2C)CS(=O)C3)cc1 (configuration not stated)	7	1.1	0.9	2%	-0.4	29	8	-4	1.1
O=C(NCc1ccco1)c1ccc(OCC2CCCO2)cc1 (configuration not stated)	18	1.1	0.9	5%	-1.6	13	8	-3	1
CCCCNC(=O)Nc1ccc(Br)cn1	14	1.1	0.9	5%	-2.8	30	-2	-2	0.99
COC(=O)C1=C(C(=O)c2ccc(C)cc2)C(c2ccc(OC)c(OC)c2)n2nnnc2N1 (configuration not stated)	13	1.1	1	5%	-0.6	10	6	8	1
COc1ccc(CCN2C(=NC(=O)CCC(=O)O)SC3CS(=O)(=O)CC32)cc1OC (configuration not stated)	9	1.1	0.9	1%	1.9	-17	7	-7	1
Cn1c(CN2CCCC2)nc2cc(NC(=O)c3ccco3)ccc21	48	1.1	0.9	5%	-1.3	50*	11	0	1
Cc1nc2ccccc2n1-c1nc(-c2ccco2)cc(C(F)(F)F)n1	17	1.8	0.9	5%	-4.9	-5	18	-1	1.1
CCC(=O)Nc1nc2ccc3nc(C)sc3c2s1	82*	1.1	0.9	3%	11	56*	-18	0	1.1
COc1ccc(S(=O)(=O)N2CCCC(C(=O)N3CCN(C)CC3)C2)cc1C (configuration not stated)	-17	1.1	1	11%	-0.3	-10	16	6	1
Cc1cccc(NC(=O)C(NS(=O)(=O)c2ccc3c(c2)CCC(=O)N3)c2ccccc2)n1 (configuration not stated)	6	1	1	8%	-2.7	-10	5	4	1
Cc1cc(NC(=O)CCC(=O)N(CC(=O)NC2CCCC2)c2ccc3c(c2)OCCO3)no1	-4	1.1	0.9	1%	0.2	-11	-16	1	1
CCCc1cc(-c2[nH]ncc2-c2ccc(C(=O)OCC)o2)c(O)cc1O	-11	2.2*	1.1	4%	-2.4	-11	15	-25	1
Cc1nn(Cc2ccccc2Cl)c(C)c1C(=O)Nc1nnc(C2CC2)s1	13	1.1	0.9	5%	1.4	8	-20	-2	0.98
COc1ccc(CCNC(=O)c2nnc(Cc3c(F)cccc3Cl)o2)cc1OC	14	1.1	0.9	5%	-1.1	4	-1	-6	1
Cn1c(N2CCN(C(=O)NCc3ccccc3)CC2)nc2ccccc21	0	1.2	1	4%	-0.1	-8	-11	0	0.97
Cc1ccc(-n2c(SCC(=O)NCc3ccco3)nc3sc(C)c(C)c3c2=O)cc1	2	1.8	1	1%	0.7	-5	4	-2	1.1
CCOC(=O)Nc1cccc(Nc2ccccc2)c1	4	1.1	0.8	0%	-0.9	21	9	8	1.1
CCOC(=O)C1=C(C)Nc2nc(SCC)[nH]c(=O)c2C1c1ccncc1 (configuration not stated)	2	1.2	0.9	3%	-2.1	8	-5	1	1.1
Cc1ccc2c(CC(=O)NCC3COc4ccccc4O3)coc2c1 (configuration not stated)	-22	1.1	0.9	4%	-1.4	-1	2	2	1

2 entries from above, with values under each structure:
Values run as follows: RORa activator | Autofluor 339 | TNAP act mid DEA | NADH enzymes | HTR1A agonist | SF-1 act | 5-HT1A blocker | MMP13 inh | A340 absorber
> CCOC(=O)C1=C(C)Nc2nc(SCC)[nH]c(=O)c2C1c1ccncc1 (configuration not stated)
    2 | 1.2 | 0.9 | 3% | -2.1 | 8 | -5 | 1 | 1.1
> Cc1ccc(-n2c(SCC(=O)NCc3ccco3)nc3sc(C)c(C)c3c2=O)cc1
    2 | 1.8 | 1 | 1% | 0.7 | -5 | 4 | -2 | 1.1

(next part)
mol	RORa activator	Autofluor 339	TNAP act mid DEA	NADH enzymes	HTR1A agonist	SF-1 act	5-HT1A blocker	MMP13 inh	A340 absorber
CCn1c(N2CCC(C)CC2)nc2c1c(=O)n(C)c(=O)n2C	-20	1.1	0.9	2%	-0.4	-7	-18	5	1
CC(=O)c1ccc(NC(=O)C(C)Sc2nnnn2C)cc1 (configuration not stated)	-11	1	0.9	5%	-1.9	2	-4	3	1
CCOC(=O)CC1=NC(=O)CS1	-1	1	0.9	4%	0.2	10	x	0	1
CCCN1Cc2cccc(C(=O)Nc3ccc4c(c3)OCO4)c2C1=O	-8	1.1	0.9	7%	-0.3	-9	-12	3	1
Cn1c(=O)c2c(nc(N3CCOCC3)n2C)n(C)c1=O	1	1.1	0.9	9%	-2.4	9	7	0	1
CSc1nc(N)nc(SCC(=O)CC(=O)OC(C)C)c1C#N	-22	1.1	0.8	7%	-1.6	-5	x	-2	1.1
Cn1c(=O)c2ncn(CC(=O)Nc3ccc4oc(-c5cccc6ccccc56)nc4c3)c2n(C)c1=O	-6	3.7*	1	6%[fluoresces]	-0.6	10	-1	-74[fluorescence artefact?]	1.1
Cn1c(=NC(=O)CSCC(=O)N2CCOCC2)sc2ccccc21	14	1.1	1	2%	-0.7	-2	1	4	1.1
O=C1CCCCCC1C1(O)C(=O)Nc2ccc(Br)cc21 (configuration not stated)	-11	1.2	0.9	0%	-4.8	13	2	-3	1
O=C(CCn1c(=O)oc2ccccc21)NCc1ccco1	-13	1	0.8	0%	0.4	-1	8	-1	0.99
C=CCOC(=O)C1C(=O)CC(C)(O)C(C(=O)OCC=C)C1c1ccc(OC)cc1 (configuration not stated)	-32	1	1	7%	0.4	17	8	5	1
CC(C)(C)C(=O)/C=c1\[nH]c(=O)/c(=C\c2ccc(C#N)cc2)s1	-14	1.1	0.8	5%	-0.1	-6	9	6	1.1
COC(=O)c1ccc(-c2nn(C)c(=O)c3ccccc23)cc1	20	1	0.9	5%	1.3	-18	7	1	0.99
N=c1n(CCO)c2ccccc2n1Cc1ccccc1Cl	-32	1.1	0.9	5%	-3.2	-3	4	-1	1
CCCCNC(=O)Nc1ccccc1C(=O)NCc1ccco1	-9	1.1	0.9	8%	0.1	-16	7	-2	1
Cc1ccc(C(N)=S)c(C)c1	33	1.1	0.8	3%	-3.0	-8	1	-10	1
NC(=O)c1cc(-c2ccccc2)nc(N2CCOCC2)n1	-22	1.1	0.9	3%	-0.7	-20	19	-1	1
CCOc1cc(C(=O)N2CCN=C2SC)cc(OCC)c1OCC	0	1.1	1	3%	1.5	-5	9	2	1
CCOc1ccccc1C(=O)Nc1cc(=O)n(C)c(=O)n1C	-18	1	0.9	7%	-4.0	10	-3	-1	0.98
COc1ccc(NC(=O)Nc2ccc(N3CCCC3=O)cc2)cc1OC	4	1	0.9	3%	-3.4	-9	7	2	1
O=C(CN1CCOc2ccccc21)NC1CCN(Cc2ccccc2)CC1	10	1.1	0.9	2%	0.7	17	-4	-1	1
